TROY NFkB inh: inhibitors of TROY-driven NF-kB signaling, primary screen, Q293 LMP1-TROYcd cells, NF-kB luciferase, uHTS; Q293 LMP1-TROYcd NF-kB luciferase reporter, 4 h; inhibition, % at 10 µM; 0.98% of 360,000 active; AID 1347056, 2019;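 active = compounds whose plate-normalised and pattern-corrected inhibition of the luciferase reporter signal at the single screening dose is 50% or more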
COUP-TFII inh: NR2F2 transcriptional activity inhibitors, primary screen, cell-based, luciferase reporter, HEK293T, luminescence; inhibition, % at 8.6 µM; HEK293T NGFI-A luciferase reporter; AID 686940, 2013; 0.7% of 370,000 active;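 active = inhibition above a per-plate cutoff, mean inhibition of test wells between control levels plus 3 SD, cut at about 38% in these data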;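 also: cells cotransfected with COUP-TFII expression vector driving the NGFI-A reporter; 0% = median of COUP-TF2 test wells and 100% = reporter-only cells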
Target sequence (P24468 whole entry, looked up): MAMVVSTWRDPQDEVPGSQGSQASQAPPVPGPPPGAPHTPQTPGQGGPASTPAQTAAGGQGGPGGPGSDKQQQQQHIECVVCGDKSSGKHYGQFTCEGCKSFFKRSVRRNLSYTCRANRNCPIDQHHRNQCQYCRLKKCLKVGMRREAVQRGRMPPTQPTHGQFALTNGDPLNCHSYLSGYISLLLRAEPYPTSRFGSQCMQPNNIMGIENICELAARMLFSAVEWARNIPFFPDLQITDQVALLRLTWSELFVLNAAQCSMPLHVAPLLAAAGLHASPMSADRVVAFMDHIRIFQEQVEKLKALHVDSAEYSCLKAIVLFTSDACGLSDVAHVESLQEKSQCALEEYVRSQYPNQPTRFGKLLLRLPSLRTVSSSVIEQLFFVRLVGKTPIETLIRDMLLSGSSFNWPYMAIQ
SRC3 inh: SRC3 coactivator transcriptional activity inhibitors, primary screen, cell-based, luminescence. Nuclear receptor coactivator 3 (Homo sapiens), Q9Y6Q9. 0.17% of 360,000 active. AID 588352, 2011. HEK293 GAL4-SRC3 luciferase reporter. inhibition, % at 3.6 µM;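 active = inhibition above a per-campaign cutoff, the mean of all compounds plus 3 SD, cut at about 60% in these data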;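 also: 0% = DMSO-treated cells and 100% = gossypol-treated cells at 36 µM; higher means less SRC3-driven luciferase light from the GAL4 reporter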
TWEAK Fn14 block: inhibitors of TWEAK-Fn14 signaling, primary screen, luciferase reporter cells, uHTS; 2% of 360,000 active; AID 1159606, 2016; inhibition, % at 10 µM; TWEAK-stimulated Fn14 reporter cells, luciferase luminescence, 8 h; in the data active = inhibition above about 50%
C8 TRAIL sens: viability loss with TRAIL in NB7+C8 cells, primary screen, TRAIL sensitizer project, cell-based, ATPlite luminescence; inhibition (viability loss, TRAIL sensitization), % at 10 µM; 1% of 360,000 active;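 active = compounds causing at least 50% loss of cell viability in the single-dose screen, relative to plate controls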
LMP1 NFkB inh: EBV LMP1-driven NF-kappaB luciferase reporter inhibitors, primary screen, cell-based, luminescence, single point; LMP1-induced NF-kappaB luciferase reporter cells; AID 504558, 2011; inhibition, % at 12.5 µM; 0.69% of 350,000 active; in the data active = inhibition above about 41%;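 also: 0% = neutral control wells and 100% = reference inhibitor control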
CF NFkB block: inhibitors of PAF-induced NF-kB signaling, primary screen, cell-based, GFP fluorescence, uHTS. KKLEB NF-kB-GFP reporter, GFP fluorescence overnight. AID 588850, 2011. 0.86% of 360,000 active. inhibition, % at 5 µM;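 active = at least 50% inhibition at 5 µM, scaled per plate between neutral and stimulator controls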;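 also: PAF is a Pseudomonas aeruginosa culture filtrate used as stimulus; plate controls were PAF-stimulated DMSO wells for no effect and unstimulated DMSO wells for full effect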
Shn3 inh set2: reduction of Shn3 3'UTR firefly luciferase signal, primary screen, Schnurri-3 inhibitor project, cell-based, Clone20 osteoblasts, set 2. Clone20 osteoblast Shn3 3'UTR firefly luciferase, 24 h. inhibition, % at 12.5 µM. 0.52% of 360,000 active;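 active = mean inhibition of at least 75% with every replicate also reaching 75%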;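 also: 0% = median of neutral control wells and 100% = pilot-screen positive control compound; some compounds past the cut are filed as inactive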
KKLEB cytotox: cytotoxicity in KKLEB CF airway cells, primary screen, cytotoxicity control for CF NF-kB inhibitor project, cell-based, uHTS, fluorescence assay plates; KKLEB CF airway cells viability, ATPlite luminescence, overnight; stronger effect = lower value; cells stimulated with P. aeruginosa culture filtrate; activity change (cytotoxicity), % at 5 µM; 0.36% of 360,000 active; AID 602141, 2011;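 active = corrected activity change at or below -50% at 5 µM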
SRC1 inh: SRC1 coactivator transcriptional activity inhibitors, primary screen, cell-based, luminescence; HEK293 GAL4-SRC1 luciferase reporter; inhibition, % at 3.6 µM; 0.12% of 360,000 active;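 active = inhibition above the campaign mean plus 3 SD, with each screening campaign given its own cutoff, cut at about 60% in these data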;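 also: 0% = DMSO treated cells and 100% = gossypol at 36 µM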
NR5A2 inv ag: LRH-1 (NR5A2) inverse agonists, primary screen, cell-based, luminescence, HEK293T, StAR-luciferase reporter | LRH-1 transfected, 24 h | 0.13% of 360,000 active | Nuclear receptor subfamily 5 group A member 2 (Homo sapiens), O00482 | inhibition, % at 3.6 µM;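 active = inhibition above the mean inhibition of all tested compounds plus 3 SD, cut at about 73% in these data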;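 also: 0% = DMSO wells and 100% = reporter-only cells lacking LRH-1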
Target sequence (O00482 whole entry, looked up): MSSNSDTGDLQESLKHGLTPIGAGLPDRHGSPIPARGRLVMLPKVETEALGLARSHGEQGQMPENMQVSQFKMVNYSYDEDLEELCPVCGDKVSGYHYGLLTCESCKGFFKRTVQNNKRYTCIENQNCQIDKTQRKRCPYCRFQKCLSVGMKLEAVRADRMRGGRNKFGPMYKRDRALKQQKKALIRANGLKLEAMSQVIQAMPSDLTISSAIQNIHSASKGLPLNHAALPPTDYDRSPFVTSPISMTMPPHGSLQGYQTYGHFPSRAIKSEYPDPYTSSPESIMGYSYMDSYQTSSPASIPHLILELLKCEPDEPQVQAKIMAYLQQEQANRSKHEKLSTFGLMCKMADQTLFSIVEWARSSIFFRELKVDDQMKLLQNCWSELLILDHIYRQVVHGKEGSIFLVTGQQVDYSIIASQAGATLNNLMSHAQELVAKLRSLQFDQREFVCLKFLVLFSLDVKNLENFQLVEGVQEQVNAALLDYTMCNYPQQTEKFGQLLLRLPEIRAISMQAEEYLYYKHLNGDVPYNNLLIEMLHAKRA
Starred values were filed as active, the others as inactive; nt = not tested or not shown. An excerpt (hit frequency here may not be typical).

The line under a structure holds: TROY NFkB inh	COUP-TFII inh	SRC3 inh	TWEAK Fn14 block	C8 TRAIL sens	LMP1 NFkB inh	CF NFkB block	Shn3 inh set2	KKLEB cytotox	SRC1 inh	NR5A2 inv ag
Oc1ccc(/C=N/n2cc(-c3ccccc3)[nH]c2=S)cc1
 : 31.3	0.5	8.5	-5.8	-4.9	-3.3	-28.5	-27.0	3.5	-8.8	11.6
COc1ccc(-c2cc3nc4n(c(=O)c3s2)CCC4)cc1
 : 62.3*	-33.7	-38.1	95.0*	71.1*	51.9*	-32.8	40.6	0.4	-46.6	-111.9
Cc1nn(-c2ccc(Cl)cc2)c(Cl)c1/C=N/NC(=O)c1ccc(NS(=O)(=O)c2cccs2)cc1
 : 11.1	-15.2	-7.4	23.6	-16.0	0.2	12.5	19.3	-2.8	-14.6	-14.8
CCN1CCN(CCOc2ccc(Br)cc2C)CC1
 : 2.9	-13.8	5.6	-8.8	0.5	-6.4	-14.4	-1.4	0.3	-18.4	8.2
Cc1ccc(S(=O)(=O)NCCC2(C(C)C)CCOC(C)(C)C2)cc1 (stereo unspecified)
 : 1.7	15.5	-5.0	-4.0	2.1	-1.1	-1.1	16.7	-6.2	-12.5	12.1
CCn1cc(C(=O)NCCCN(CC(C)C)CC(C)C)c(=O)c2cc(S(=O)(=O)N3CCOCC3)ccc21
 : 12.6	19.9	1.9	-0.2	20.5	-1.9	19.8	2.4	1.2	-2.2	0.4
CC(C)Cc1nnc(NS(=O)(=O)c2ccc(Cl)cc2)s1
 : -1.1	-6.5	4.0	-10.9	-7.0	6.3	-2.4	8.5	-15.6	-1.9	-19.6
O=C(C1CCCN(S(=O)(=O)c2ccc(F)cc2)C1)N(Cc1cccs1)C1CC1 (stereo unspecified)
 : 3.0	18.0	3.8	-9.8	-1.4	-1.2	-4.8	19.9	6.5	8.6	10.2
COc1ccc(/C(N)=N/OC(=O)c2ccc(OC)c([N+](=O)[O-])c2)cc1OC
 : -15.8	20.4	0.0	3.3	64.2*	-22.8	-35.2	-17.5	10.0	0.6	4.3
N#CC1=C(N)NC(SCC(=O)Nc2ccc(Br)cc2)=C(C#N)C12CCCCC2
 : 47.8	3.7	-3.9	-6.3	22.5	2.7	7.7	19.6	-18.6	-6.0	-4.9
Cc1ccc(N=C(N)N=C(N)N)cc1
 : -6.4	-1.8	-9.4	7.1	0.8	2.3	4.8	2.2	0.3	-0.4	7.5
COc1ccc(C2=NN(C(C)=O)C(c3ccccc3)C2)cc1 (stereo unspecified)
 : -24.2	-41.9	-22.7	-29.3	11.9	-32.1	-1.4	-44.9	-4.8	-25.6	-39.7
COC(=O)c1ccccc1NC(=O)CCCN1C(=O)C(c2ccccc2)Oc2cccnc21 (stereo unspecified)
 : -6.7	-20.4	14.0	-5.7	2.3	1.8	13.0	22.4	-7.6	-12.9	-4.0
OC(CN1CCOCC1)C12CC3CC(CC(C3)C1)C2 (stereo unspecified)
 : 10.6	10.6	9.8	-6.2	-10.2	-1.3	-3.2	-24.0	-4.7	1.9	-10.2
O=C(CSCc1ccccc1)Nc1ccc(Cl)cn1
 : -29.2	nt	1.0	-26.3	-2.2	-5.8	9.0	-23.4	3.7	-33.8	-43.4
CC(c1ccccc1)N1C(=O)CC(Sc2ncccc2C(=O)O)C1=O (stereo unspecified)
 : 10.8	-5.8	13.2	20.1	-21.4	-8.1	7.6	13.1	-10.2	24.3	-1.5
COc1ccc(OCc2nnc(SCC(=O)N3CCCc4ccccc43)n2-c2ccc(C)cc2)cc1
 : -4.2	17.3	-14.2	6.7	7.2	-3.4	-3.3	23.7	6.3	-84.1	-43.5
CCOC(=O)C1=CN(Cc2ccccc2)CCC1=O
 : -12.9	0.2	-7.5	9.2	-15.1	3.6	-1.3	-15.6	0.3	8.0	-5.7
CCCSc1nc(N2CCOCC2)c2c(c1C#N)CC(C)(C)SC2
 : -28.2	3.1	-8.7	2.5	-4.4	-12.8	10.8	25.9	-13.5	3.1	-15.2
CC1(c2nnnn2-c2ccc3c(c2)OCCO3)CCC(=O)N1CC1CCCCC1 (stereo unspecified)
 : -6.0	-6.9	nt	-28.6	-5.3	nt	nt	nt	nt	nt	-17.7
CC(C)C(C(=O)Nc1ccc2c(c1)OCCO2)N1C(=O)c2ccccc2C1=O (stereo unspecified)
 : 3.4	26.3	14.8	8.1	0.8	-9.9	-5.7	-16.4	3.0	-17.7	-8.2
CCCC(=O)Nc1ccc(-c2csc(NNC(C)=O)n2)cc1
 : -5.0	5.6	10.5	-22.3	-35.5	-2.0	-2.7	14.8	-4.1	-80.9	0.3
CCOC(=O)c1cc(OC(=O)Cc2ccc(OC)c(S(=O)(=O)N3CCOCC3)c2)cc(C(=O)OCC)c1
 : 52.3*	6.6	-15.6	28.4	-19.1	-10.0	21.5	11.8	-7.2	13.7	-2.3
CCOc1cc(C(=O)Nc2cc(F)ccc2C)ccc1OCC(=O)N1CCOCC1
 : 1.2	-22.7	-12.2	-4.7	1.0	4.6	-18.5	-8.2	-17.8	-10.1	1.3
S=c1nc(-c2ccccn2)c(-c2ccccn2)n[nH]1
 : -8.0	nt	14.9	13.8	-11.4	nt	-0.3	-5.2	-2.6	-4.6	17.2
CC(C)(C)C(=O)Nc1cccc(S(=O)(=O)NC2=NCCC2)c1
 : 15.9	8.6	13.2	1.7	-16.2	-0.3	-1.8	15.2	2.6	16.7	13.0
O=C(CSc1nc2c([nH]c3ccccc32)c(=O)n1-c1ccccc1)NCC1CCCO1 (stereo unspecified)
 : -21.9	-8.1	-4.7	-5.3	6.2	2.4	2.9	-5.5	1.6	1.1	12.0
COc1ccc(CC(=O)Nc2cc(S(=O)(=O)N3CCCC3)ccc2Cl)c(OC)c1
 : 10.6	5.5	-13.7	-4.1	-3.1	-5.3	21.4	0.5	-8.2	-11.0	10.0
COC(=O)c1c(NS(=O)(=O)Cc2ccccc2)sc2c1CCCC2
 : -1.2	-2.9	-9.5	9.7	-38.9	-7.1	9.9	-8.9	2.5	21.8	-20.5
CN(Cc1ccc(C(F)(F)F)cc1)C(=O)[C@H]1O[C@@H](n2ccc(=O)[nH]c2=O)[C@H](O)[C@@H]1O
 : 13.2	10.6	9.6	9.3	4.8	nt	-6.2	-5.2	11.8	-11.0	5.1
CC(C(=O)Nc1ccc(S(=O)(=O)N2CCOCC2)cc1)N1C(=O)C2CC=CCC2C1=O (stereo unspecified)
 : -5.4	5.3	14.8	-11.7	-6.1	1.7	-18.0	6.3	9.0	-6.9	-20.0
COCCCNc1nc2nonc2nc1N1C[C@H]2CC[C@H]1C2
 : -6.7	14.2	2.6	7.5	-10.0	-0.3	13.7	0.6	-4.2	-0.7	-5.3
NC(=O)N/N=C/c1c(F)cccc1F
 : -10.5	0.7	11.0	15.3	5.0	3.5	14.4	-13.1	-3.3	15.7	19.4
O=C(Nc1ccc(C(=O)N2CCCC2)cc1)c1ccc(F)cc1Cl
 : -0.5	-1.0	-7.6	9.1	-20.1	-2.9	10.9	3.3	-2.1	-9.3	-11.1
COc1ccc(S(=O)(=O)Oc2c(OC)cc(C(=S)N3CCOCC3)cc2OC)cc1
 : 2.5	24.8	5.7	-3.0	7.7	-12.0	-0.6	4.3	-7.8	-5.5	8.5
CS(=O)(=O)c1ccc(C(=O)NNC(=O)c2cc(-c3ccccc3)n[nH]2)cc1
 : -2.3	-29.1	-6.1	4.4	-9.1	-0.2	15.0	-3.3	-32.0	-9.9	-4.6
O=C(NCCN1CCOCC1)c1cc(-c2ccco2)on1
 : -18.8	32.5	-13.0	-13.6	0.5	16.8	8.6	-23.7	4.6	-17.6	2.2
CN(C)CCNC(=O)c1c(O)c2c([nH]c1=O)CCCC2
 : -2.1	-3.1	-13.1	8.7	-12.8	1.9	20.9	-11.3	-12.3	-10.2	30.8
CN1C[C@@H]2[C@@H]3C(=O)N(Cc4ccccc4)C(=O)[C@@H]3[C@](Cc3ccccc3)(C1=O)N2C(=O)c1ccc(F)cc1
 : -9.7	-1.8	4.0	14.2	-2.4	3.3	3.8	-5.0	-11.7	-1.6	-9.0
c1ccc(-c2nccnc2-c2ccccc2)cc1
 : -29.8	-6.4	7.8	10.4	-10.6	0.1	-2.8	-0.6	3.6	-1.2	-7.5
Oc1c(Cl)cc(Cl)cc1/C=N/c1nccs1
 : 13.4	2.1	7.3	17.9	23.3	-0.9	17.3	-3.4	8.0	-21.1	-2.7
COc1ccccc1NC(=O)NCCN1CCN(C(=O)Nc2ccccc2OC)CC1
 : 3.2	7.8	-9.0	4.0	-8.7	4.6	1.4	5.1	3.9	-23.1	-9.3
O=C(O)/C=C/C(=O)Nc1ccccc1C(=O)Nc1ccccc1
 : -29.7	-13.7	-23.9	5.0	-21.5	-3.5	7.2	-19.4	-4.9	-10.7	-30.9
COc1ccc(CC(=O)OCC(=O)N2CCCc3ccccc32)cc1
 : -12.4	7.4	-10.1	4.0	9.3	-9.4	-1.5	-8.4	13.2	-4.6	1.6
O=C(NCC(c1ccco1)N1CCc2ccccc2C1)c1ccccc1Cl (stereo unspecified)
 : -2.8	1.1	15.8	-3.9	-4.8	6.9	11.0	-5.7	-28.6	-5.5	2.9

From PubChem BioAssay
